PG9 Ab binder – binders of HIV-1 gp120 antibody PG9, primary screen, biochemical, TR-FRET | HIV-1 gp120 / PG9 antibody interaction | TR-FRET gp120-PG9 antibody binding | inhibition, % at 6.7 µM | 0.43% of 360,000 active | AID 624416, 2012; in the data active = inhibition above about 8.5%
ADAM17 inh – ADAM17 inhibitors, primary screen, biochemical, QFRET | 0.83% of 370,000 active | AID 720648, 2013 | Disintegrin and metalloproteinase domain-containing protein 17 (Homo sapiens), P78536 | recombinant ADAM17, EDANS/DABCYL FRET peptide cleavage | inhibition, % at 6.95 µM;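 active = inhibition above the mean of compounds lying between control limits plus 3 SD, set per campaign, cut at about 8.5% in these data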;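 note: 0% = DMSO-only wells as the low control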
DAX1 inh-1 – DAX1 (NR0B1) inhibitors on StAR promoter, primary screen, cell-based, luminescence, SF-1 (NR5A1), full-length DAX-1. HEK293T StAR-luciferase reporter, SF-1/DAX-1 repression relief. inhibition, % at 6.8 µM. 1.1% of 370,000 active. AID 652010, 2013;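 active = inhibition above the mean over all tested compounds plus 3 SD, cut at about 3.6% in these data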;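 note: 0% = DAX-1 cells with DMSO and 100% = cells lacking DAX-1 with DMSO; higher inhibition means more luminescence from relief of DAX-1 repression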
ADAM10 inh – human ADAM10 inhibitors, primary screen, biochemical, QFRET, HTS; inhibition, % at 7 µM; AID 720582, 2013; recombinant ADAM10, EDANS/DABCYL FRET peptide cleavage, 3 h; Disintegrin and metalloproteinase domain-containing protein 10 (Homo sapiens), O14672; 0.62% of 370,000 active;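 active = inhibition above a per-campaign cutoff equal to the mean of compounds falling between control-based bounds plus 3 SD, cut at about 20% in these data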;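 note: 0% = DMSO wells while the 100% control is not disclosed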
Target sequence (O14672 214-748 limits assumed): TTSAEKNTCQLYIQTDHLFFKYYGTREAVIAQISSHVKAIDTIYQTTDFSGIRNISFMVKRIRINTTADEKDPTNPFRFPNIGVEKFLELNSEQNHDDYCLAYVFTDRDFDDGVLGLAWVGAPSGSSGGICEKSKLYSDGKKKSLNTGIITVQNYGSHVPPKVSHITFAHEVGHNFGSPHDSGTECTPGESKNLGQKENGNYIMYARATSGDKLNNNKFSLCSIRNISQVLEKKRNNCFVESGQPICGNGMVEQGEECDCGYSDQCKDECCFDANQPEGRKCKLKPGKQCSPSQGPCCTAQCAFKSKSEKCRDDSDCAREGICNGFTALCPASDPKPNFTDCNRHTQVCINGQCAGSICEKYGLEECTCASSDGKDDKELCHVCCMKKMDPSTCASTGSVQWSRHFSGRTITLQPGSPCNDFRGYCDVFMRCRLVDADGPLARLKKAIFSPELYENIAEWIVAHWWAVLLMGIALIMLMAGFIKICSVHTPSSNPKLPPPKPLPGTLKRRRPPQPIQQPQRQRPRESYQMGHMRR
NPR1 activator – GC-A stimulated cGMP production enhancers – HEK293 GC-A cells, cGMP TR-FRET, EC30 ANP, primary screen; 0% at EC30 ANP, 100% saturating ANP; 0.14% of 370,000 active; activation, % at 10 µM; in the data active = activation above about 40%
ssDAF-12 act – S. stercoralis DAF-12 nuclear receptor activators, primary screen, cell-based, luminescence, HEK293, GRIP1 co-expression, lit1-tk-luc | Nuclear hormone receptor DAF-12 (Strongyloides stercoralis) | HEK293 ssDAF-12/GRIP1 lit1-tk-luc reporter; % of 3 µM dafachronic acid response | activation, % at 6.8 µM | 1% of 370,000 active;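 active = activation above the mean over all tested compounds plus 3 SD, cut at about 0.9% in these data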;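 note: 0% = DMSO-only wells and 100% = 3 µM delta7-dafachronic acid wells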
FXN GAA850 act – FXN promoter activators, primary screen, cell-based, luciferase luminescence, HEK293 lucGAA850; HEK293 lucGAA850 FXN promoter luciferase reporter, 24 h; percent of 10 µM SAHA response; activation, % at 6 µM; 0.56% of 360,000 active; AID 540364, 2011;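 active = activation above the average of all compounds screened plus 3 SD, cutoff fixed separately per campaign, cut at about 7.5% in these data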;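 note: 0% = DMSO wells and 100% = 10 µM SAHA wells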
SMARCA2 activ – SMARCA2 (BRM) function activators, primary screen, cell-based, luminescence, high throughput. MG213 cells, MMTV-luciferase reporter, dexamethasone, overnight. AID 652017, 2013. activation, % at 9.1 µM. 1% of 370,000 active; in the data active = activation above about 7.8%;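 note: 0% = vehicle wells and 100% = reference activator wells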
hgDAF12 agonist – H. glycines DAF-12 receptor agonists, primary screen, cell-based, luminescence, HEK293, GAL4 fusion, UAS-luciferase | HEK293 GAL4-hgDAF12 UAS-luciferase reporter, agonist luminescence; normalized to butyrate control | Nuclear hormone receptor DAF-12 (Heterodera glycines), GAL4 fusion | 1.8% of 370,000 active | activation, % at 6.8 µM;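 active = activation above a cutoff set at the mean of all screened compounds plus 3 SD, cut at about 10% in these data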;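 note: 0% = DMSO wells and 100% = sodium butyrate wells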
DAX1 inh-2 – DAX1 (NR0B1) inhibitors, primary screen, cell-based, HEK293, Gal4-DAX1, luciferase luminescence | Nuclear receptor subfamily 0 group B member 1 (Homo sapiens), P51843 | HEK293 Gal4-DAX1 luciferase reporter | inhibition, % at 6.75 µM | 0.99% of 340,000 active | AID 504766, 2011;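 active = inhibition above the mean over all tested compounds plus 3 SD, cut at about 4.2% in these data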;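 note: 0% = DAX1-transfected cells with DMSO and 100% = empty-vector control cells with DMSO; inhibition shows as a rise in luminescence from relieved DAX1 repression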
Target sequence (P51843 207-470 limits assumed): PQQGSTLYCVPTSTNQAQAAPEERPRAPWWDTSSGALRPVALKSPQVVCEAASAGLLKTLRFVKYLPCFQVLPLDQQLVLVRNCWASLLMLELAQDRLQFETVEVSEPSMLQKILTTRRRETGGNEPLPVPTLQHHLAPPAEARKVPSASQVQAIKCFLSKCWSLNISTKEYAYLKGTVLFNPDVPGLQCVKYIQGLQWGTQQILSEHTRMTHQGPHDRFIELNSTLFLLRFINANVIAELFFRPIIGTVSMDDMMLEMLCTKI
hcDAF12 agonist – H. contortus DAF-12 nuclear receptor activators, primary screen, cell-based, luminescence, HEK293, lit1-tk-luc reporter; HEK293 hcDAF-12 lit1-tk-luc reporter; 0% DMSO, 100% Δ7-dafachronic acid; activation, % at 6.8 µM; 1.4% of 370,000 active;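 active = activation above the mean of all tested compounds plus 3 SD, cut at about 5.5% in these data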;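 note: 100% = response to 3 µM Δ7-dafachronic acid high control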
Active calls of the source: *; . = no result given.

Order of results: PG9 Ab binder, ADAM17 inh, DAX1 inh-1, ADAM10 inh, NPR1 activator, ssDAF-12 act, FXN GAA850 act, SMARCA2 activ, hgDAF12 agonist, DAX1 inh-2, hcDAF12 agonist
- Cc1cc(C)nc(SCCCn2c(=O)[nH]c3ccccc32)n1
→ 3.2, -3, -0.6, -6, -3, -1.7, 2.0, -2, -3.7, 0.5, -0.7
- C/C(N)=C(/C#N)C(=O)CSc1nn(-c2ccc(Cl)cc2)c(=S)s1
→ -4.7, 8, 1.7, 24*, 1, -1.4, 4.2, 1, 10*, 2.2, 0.0
- CCOc1cc([N+](=O)[O-])cc2c1C(=O)Nc1ccccc1O2
→ -1.4, -1, 0.1, 8, 6, -0.7, 5.5, -3, -2.5, 2.3, -0.6
- O=C(CCc1ccccc1)Nc1ccnn1C1CCN(Cc2ncc[nH]2)CC1
→ 0.4, -5, -1.6, -12, 4, -0.8, 0.3, -1, 1.3, -0.1, -0.4
- CCC1=C2CC[C@H]3C(=O)N(c4ccccc4)C(=O)[C@H]3[C@H]2[C@@]2(C)C(=NCc3ccccc3)OC(=O)N2C1=O
→ -0.2, 0, 0.3, -4, -3, -1.1, 0.0, 3, -0.8, 0.7, -2.2
- Cc1nc2nc(C)c(NS(=O)(=O)c3ccc(C4CCCCC4)cc3)c(=O)n2[nH]1
→ 1.6, -3, 0.3, -1, 1, -1.0, 1.3, -2, -0.5, -0.5, 1.2
- CCCc1cc(=O)[nH]c(SCC(=O)c2cc(C)n(CC3CCCO3)c2C)n1 (centres undefined)
→ -2.7, 0, 1.6, -5, 1, -1.1, 1.5, -1, 1.4, -0.3, -1.4
- O=C(CN1CCN(c2ncccn2)CC1)NCc1ccccc1
→ 0.5, 3, -0.6, 2, -16, -1.4, -0.1, -1, -0.5, 0.7, -0.4
- Cn1cc(CC(=O)Nc2ccc(Oc3cccnc3)cc2)c2ccccc21
→ -0.3, -2, 0.7, -6, -2, -1.6, ., -3, 0.6, ., -1.8
- O=S(=O)(Nc1nc2ccccc2nc1NCCO)c1cccc(Cl)c1
→ -0.8, -10, -0.2, -37, -4, -0.9, -3.2, 2, 3.0, -0.2, -1.5

Full records as entered above:
CCCc1cc(=O)[nH]c(SCC(=O)c2cc(C)n(CC3CCCO3)c2C)n1 (centres undefined) in the list: PG9 Ab binder = -2.7; ADAM17 inh = 0; DAX1 inh-1 = 1.6; ADAM10 inh = -5; NPR1 activator = 1; ssDAF-12 act = -1.1; FXN GAA850 act = 1.5; SMARCA2 activ = -1; hgDAF12 agonist = 1.4; DAX1 inh-2 = -0.3; hcDAF12 agonist = -1.4
O=S(=O)(Nc1nc2ccccc2nc1NCCO)c1cccc(Cl)c1 in the list: PG9 Ab binder = -0.8; ADAM17 inh = -10; DAX1 inh-1 = -0.2; ADAM10 inh = -37; NPR1 activator = -4; ssDAF-12 act = -0.9; FXN GAA850 act = -3.2; SMARCA2 activ = 2; hgDAF12 agonist = 3.0; DAX1 inh-2 = -0.2; hcDAF12 agonist = -1.5
Cn1cc(CC(=O)Nc2ccc(Oc3cccnc3)cc2)c2ccccc21 in the list: PG9 Ab binder = -0.3; ADAM17 inh = -2; DAX1 inh-1 = 0.7; ADAM10 inh = -6; NPR1 activator = -2; ssDAF-12 act = -1.6; FXN GAA850 act = .; SMARCA2 activ = -3; hgDAF12 agonist = 0.6; DAX1 inh-2 = .; hcDAF12 agonist = -1.8

The results go on.
Order of results: PG9 Ab binder, ADAM17 inh, DAX1 inh-1, ADAM10 inh, NPR1 activator, ssDAF-12 act, FXN GAA850 act, SMARCA2 activ, hgDAF12 agonist, DAX1 inh-2, hcDAF12 agonist
- Nc1nonc1C(=O)N1CCCCC1
→ -1.2, -1, 1.0, -11, 1, -1.6, -1.5, -6, -0.8, 0.7, 0.2
- COc1ccc(C(=O)C2CCCN(Cc3cn[nH]c3-c3ccccc3)C2)cc1OC (centres undefined)
→ -0.4, -3, -0.3, 3, -6, -1.9, 0.3, 1, -1.6, 0.8, 0.0
- CSCCC(NC(=O)COc1ccccc1)C(=O)N1CCCCCC1 (centres undefined)
→ -0.2, -4, 1.0, -8, 1, -1.9, 1.1, -1, -0.1, -1.2, 0.7
- COc1ccc(C(=S)N2CCOCC2)cc1OC(=O)c1ccc([N+](=O)[O-])cc1[N+](=O)[O-]
→ -1.3, -1, -0.3, -4, 30, 0.6, -1.4, 2, 2.1, 1.2, -1.1
- O=C(c1ccc(Cl)cc1)C1CCCN(Cc2ccc(Oc3ncccn3)cc2)C1 (centres undefined)
→ 1.4, -5, 0.4, -2, -5, -1.7, -2.1, -2, -0.2, -0.2, -0.8
- CC(C)(C)c1ccccc1NC(=O)c1ccc2c(c1)SC1=NS(=O)(=O)CCN12
→ 0.2, 0, 0.0, 2, 10, -1.7, -0.1, -3, -3.1, -2.1, 0.4
- CC(=O)Nc1ccc(S(=O)(=O)N2CCN=C2SCc2ccc(C)cc2)cc1
→ -0.7, -2, 0.5, -2, 6, -0.9, 5.4, 2, 2.0, 0.9, 1.4
- Cc1nonc1NC(=O)Nc1cccnc1
→ -0.3, -4, -0.9, -7, ., -0.9, 0.1, 2, 0.1, 0.2, -0.6
- COc1ccc(/C=N/NC(=O)c2cccnc2)cc1
→ 0.2, -2, -0.1, -9, 0, -0.6, 1.6, -2, 2.7, 0.9, -0.5
- CCN(CC)S(=O)(=O)c1cc(NC(=O)C(C)N2CCN(Cc3ccc4c(c3)OCO4)CC2)ccc1C (centres undefined)
→ -0.1, -2, -1.5, -3, -2, -2.0, -4.3, -3, -2.5, -2.7, -3.9
- COC(=O)[C@]12C[C@H](CC(=O)N3CCOCC3)C(=O)N(CCc3ccc(OC)c(OC)c3)C1=C[C@H](C(C)(C)C)O[C@@H]2C
→ -0.2, -4, -1.1, -3, 0, -0.9, ., -4, -2.3, ., -0.8
- COC(=O)C1=C(CS(=O)(=O)c2ccccc2)NC(=O)NC1c1ccccc1 (centres undefined)
→ -1.6, -2, -0.2, -7, 4, -1.1, -0.6, 2, 1.6, 0.7, -0.1
- COc1ccc(NC(=O)C(c2ccc(C#N)cc2)n2c(=O)c(-c3cc4ccccc4[nH]3)nc3ccccc32)cc1 (centres undefined)
→ 0.2, -75, -1.3, -218, 3, -0.7, ., -4, 5.3, ., 1.6
- Cc1ccc(-n2nnc(-c3ccnc4ccccc34)n2)cc1
→ -1.2, -2, 2.2, 1, 2, -0.4, 1.3, 4, 5.0, 0.7, 2.9
- CCOC(=O)c1c(NC(=O)c2ccc(S(=O)(=O)N3CCOCC3)cc2)sc2c1CC(C)(C)NC2(C)C
→ 0.8, -5, 0.9, -1, 1, -1.3, 1.6, -1, 0.0, 0.6, -0.6
- CCOC(=O)C1(P(=O)(c2ccc(Cl)cc2)c2ccc(Cl)cc2)CCC1
→ 1.4, -1, -0.4, 5, -27, -1.6, 4.1, 1, -0.9, -0.9, -1.0
- O=C1C2CC=C(Cl)CC2C(=O)N1c1ncn[nH]1 (centres undefined)
→ 0.7, -4, 0.1, -2, 2, -0.9, 3.0, 3, 1.4, -0.8, -1.3
- [2H]C([2H])(CCOS(N)(=O)=O)c1ccccc1
→ -1.2, -4, -0.2, 1, 2, -0.5, 1.7, -1, 0.6, 0.1, -0.3
- CN1CCN(C(=O)C2CCCCC2C(=O)O)CC1 (centres undefined)
→ 0.2, -2, 0.9, 0, 2, -0.7, 1.7, -1, 0.9, 3.9, 1.0
- CCC(C(=O)OC)n1cnc2c(nnn2-c2ccc(C)cc2)c1=O (centres undefined)
→ 2.2, -6, 0.2, 0, -5, -1.1, 2.9, -1, 3.0, 0.2, 0.5
- CN1C2=C(C#N)C(c3ccccc3)(C(F)(F)F)NC(=O)N2c2ccccc21 (centres undefined)
→ 1.6, -3, -0.7, -5, -2, -1.7, 1.4, 0, 0.1, -0.6, -1.0
- CN(C(=O)C1CCOC1)c1nnc(C2CCOC2)s1 (centres undefined)
→ -2.2, -2, -0.2, -3, 3, -1.1, 0.5, 2, -0.1, 1.4, -2.0
- C=CCN=C1N[C@@H](c2cccc(C(F)(F)F)c2)C(C(=O)OC)=C(C)N1CC
→ -1.3, 0, -0.5, 0, -14, -1.1, -3.4, 1, -1.9, 1.6, -1.2
- COc1ccccc1NC(=O)Cc1nc(=O)[nH]c(=O)[nH]1
→ -1.3, -4, 0.4, -16, -2, -0.8, 0.0, 7, -0.8, 0.0, 0.7
- O=C(O)C1C=CC(C(=O)O)c2ccccc21 (centres undefined)
→ -0.5, -2, 0.1, -2, 0, -1.0, 0.4, -1, 4.8, 1.4, 0.1
- COc1ccc(CN(CC(=O)NC2CCCC2)C(=O)CN2C(=O)COc3ccccc32)cc1
→ -0.2, 1, 0.5, -2, -2, -0.5, 0.4, -1, 0.3, 1.0, -1.3
- O=c1ccn(Cc2ccc(F)cc2)c2ccnc(C(F)(F)F)c12
→ -0.2, 0, -1.4, 7, 2, -1.3, 0.5, -2, -5.0, 0.5, -2.8
- COc1ccccc1CCn1cnc(-c2cccc(Br)c2)c1CC(C)C
→ 0.8, 1, -2.0, 0, -13, -1.4, ., -8, -2.7, ., -1.8
- Cc1nnc(Cc2ccco2)c2n[nH]c(C)c12
→ -3.0, -8, 0.3, -20, 1, -0.6, 0.5, 3, 1.7, 0.3, -1.4
- O=Cc1ccc(OCc2nnsc2Cl)cc1
→ -3.1, 2, -1.2, -7, -1, 0.3, 2.7, -4, -1.7, -0.7, -0.7
- CN1C(=O)CC(N2CCN(Cc3ccc(Cl)cc3)CC2)C1=O (centres undefined)
→ -1.8, -1, -0.2, 19, 4, -1.2, -0.7, -4, 2.2, 0.4, -1.8
- COc1ccc(OC)c2c1sc(=NC(=O)C1CC1)n2C
→ 0.7, -9, 1.6, 0, 1, 0.0, 4.9, -5, 1.8, 0.1, 5.0
- O=C(/C=C/c1ccccc1Cl)Nc1ccc2c(c1)C(=O)NC2=O
→ 0.6, -17, 0.0, -93, -11, -1.7, 2.1, -7, 2.4, -0.3, -1.7
- CC(=O)O[C@H]1CC[C@@]2(C)[C@@H](CC[C@H]3[C@@H]4CC[C@H](C(C)O)[C@@]4(C)CC(=O)[C@@H]32)C1 (some centres undefined)
→ -0.9, -1, -0.2, -4, -1, -1.1, -0.8, 2, 1.1, -0.4, -0.4
- COc1cccc(NC(=O)CN(C)C(=O)CSCC(=O)Nc2ccc(C)cc2)c1
→ 0.1, -2, -0.8, -7, 0, -0.3, 0.6, 0, -3.4, -0.5, 0.9

Assay outcomes (PubChem BioAssay)
